Assay outcomes as filed in PubChem.
FBW7 act = activators of human E3 ligase FBW7; Q969H0; AlphaScreen FBW7–phospho-cyclin E peptide binding, activator screen; normalized activity (activation), % at 26.1 µM; 650,000 tested, 0.13% active; AID 1259310; in the data active means normalized activity above about 1.9%;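 further: purified mutant Fbw7 with reduced substrate affinity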
MITF inh = inhibitors of human MITF | O75030 | AlphaScreen MITF homodimerization, bead proximity signal | 650,000 tested, 0.91% active | inhibition, % at 2.6 µM; in the data active means inhibition above about 50%;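 further: 0% = vehicle wells with protein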
Target sequence (O75030 whole entry, looked up): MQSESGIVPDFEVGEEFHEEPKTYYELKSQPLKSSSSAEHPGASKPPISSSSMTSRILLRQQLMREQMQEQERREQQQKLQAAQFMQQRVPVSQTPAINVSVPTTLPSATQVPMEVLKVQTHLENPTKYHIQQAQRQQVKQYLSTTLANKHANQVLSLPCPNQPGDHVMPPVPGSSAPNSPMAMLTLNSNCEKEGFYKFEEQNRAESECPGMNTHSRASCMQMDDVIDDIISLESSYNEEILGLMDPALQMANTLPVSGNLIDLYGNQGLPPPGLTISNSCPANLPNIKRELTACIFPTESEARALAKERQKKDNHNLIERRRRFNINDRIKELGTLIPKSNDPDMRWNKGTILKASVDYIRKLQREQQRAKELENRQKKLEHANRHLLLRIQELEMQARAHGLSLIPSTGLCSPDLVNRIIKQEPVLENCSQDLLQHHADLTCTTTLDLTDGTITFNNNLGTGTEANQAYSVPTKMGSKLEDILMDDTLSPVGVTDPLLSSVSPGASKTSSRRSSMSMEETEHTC
GPR151 ag = activates the human receptor GPR151; Q8TDV0; PathHunter beta-arrestin GPR151 cells, luminescence; activation, % at 11.2 µM; 650,000 tested, 1% active; AID 1508602; in the data active means activation above about 4.9%;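 further: 0% = median of compound wells and 100% = cells with positive control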
Target sequence (Q8TDV0 whole entry, looked up): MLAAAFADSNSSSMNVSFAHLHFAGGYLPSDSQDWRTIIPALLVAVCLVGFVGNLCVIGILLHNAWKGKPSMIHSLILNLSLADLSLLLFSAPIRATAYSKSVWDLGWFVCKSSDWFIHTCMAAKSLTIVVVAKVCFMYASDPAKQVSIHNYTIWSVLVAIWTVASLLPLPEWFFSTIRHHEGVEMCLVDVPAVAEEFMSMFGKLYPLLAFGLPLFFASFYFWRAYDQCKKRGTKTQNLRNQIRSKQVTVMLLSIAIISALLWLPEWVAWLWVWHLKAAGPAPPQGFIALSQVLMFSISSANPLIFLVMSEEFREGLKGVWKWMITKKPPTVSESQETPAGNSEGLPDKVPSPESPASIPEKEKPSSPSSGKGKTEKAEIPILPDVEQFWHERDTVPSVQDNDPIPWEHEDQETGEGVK
TEAD-YAP inh = TEAD-YAP interaction inhibition; HEK-TIYL cells, TEAD-Gal4/YAP UAS-luciferase luminescence; inhibition, % at 9.12 µM; 640,000 tested, 1.4% active; in the data active means inhibition above about 32%;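 further: 0% = median of test compound wells and 100% = reference inhibitor wells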
The depositor's hits bear a star.

SMILES	FBW7 act	MITF inh	GPR151 ag	TEAD-YAP inh
CN(C)C(=O)c1nc2ccc(Cl)cn2c1CN1CCN(C(=O)c2ccco2)CC1	0.0	5	0.1	1
COc1ccccc1N(C(F)F)S(=O)(=O)c1ccc(C)cc1	0.3	9	-2.5	-1
COc1ccccc1-c1cnc2ccc(NCC3CC3)nn12	0.1	-14	0.1	0
Cc1ccccc1-c1ccc(N2CCN(S(=O)(=O)c3cccs3)CC2)nn1	0.9	13	3.0	1
Cc1c(Cl)cccc1Nc1nc(NCCO)c2ccccc2n1	0.2	18	-0.7	0
CCn1nc(C)c(CCC(=O)N2CCC(c3ccnc4nc(C(F)(F)F)nn34)CC2)c1C	-0.1	-5	-1.1	2
CC(=O)Nc1ccc(-n2c(/C=C\c3ccc(F)c(F)c3)nc3ccccc3c2=O)cc1	0.0	-7	-0.3	-6
COc1ccc(C2=NN(C(=O)c3ccc(Br)o3)C(c3ccc(C)cc3)C2)cc1OC (stereo not drawn)	0.0	-8	0.9	-9
Cc1nc2ccccn2c(=O)c1NC(=O)C1CCCCC1	0.0	-2	1.9	-3
COc1cc(CNC(=O)OCC(C)C)cc(OC)c1OC	0.4	15	1.7	2
O=C(Cc1cccc2ccccc12)Nc1nnc(-c2ccc(Cl)s2)o1	-0.1	-6	5.1*	-3
CCN1CCC(N(Cc2ccc(F)cc2)C(=O)Nc2ccc3c(c2)OCCO3)CC1	0.0	-3	0.5	-73
CC(C)N1C(=O)C2C3CC(C2C1=O)C1C3N=NN1c1ccc([N+](=O)[O-])cc1 (stereo not drawn)	0.0	-23	-0.1	-4
Cc1cccc(NC(=O)COc2ccc(Cl)cc2C=C2C(=O)NC(=O)NC2=O)c1	-0.1	0	0.9	-46
O=C(Cc1noc2ccccc12)NCc1ccco1	0.0	12	-0.5	-16
CC(C)CN(CC(C)C)C(=O)c1cc(S(=O)(=O)N2CCOCC2)cn1C	0.2	-16	-2.2	-6
Cc1ccc(O)c(NC(=O)c2ccc(-c3ccccc3)cc2)c1	-0.1	6	-4.4	-17
Clc1ccc(Nc2nc(-c3ccc(Br)cc3)cs2)cc1Cl	-0.1	-3	0.4	5
OCC1CCCN1c1nccc(NCc2nc3ccccc3[nH]2)n1 (stereo not drawn)	0.1	10	-0.8	-2
O=c1oc2c(CN3CCCCCC3)c(O)ccc2cc1-c1nc2ccccc2[nH]1	-0.1	1	-0.4	-7
CC(C)CC(NC(=O)c1ccccc1C(=O)NCc1ccc(F)cc1)C(=O)NCc1ccc(F)cc1 (stereo not drawn)	0.6	4	1.1	0
O=c1[nH]c2cc(S(=O)(=O)N3CCCCC3)ccc2o1	-0.2	4	-1.4	4
COc1ccc(-c2noc(CN3CCCN(c4ncccn4)CC3)n2)c(OC)c1OC	-0.2	0	0.9	5
Nc1nonc1-n1nnc(C(=O)O)c1CSc1ccccc1	0.0	4	1.4	-3
CCC(=O)Nc1sc2c(c1C(=O)Nc1ccccc1C(F)(F)F)CCC(C(C)(C)C)C2 (stereo not drawn)	0.0	-7	0.7	-11
O=C(Nc1ccc(Cl)c(Cl)c1)/C(=C\c1ccc2c(c1)OCO2)NC(=O)c1ccccc1Br	-0.1	0	-1.3	-2
CC(=O)c1c(C)[nH]c(C(=O)OCc2cccc(C)c2)c1C	0.2	4	4.2	-23
O=C1NC(=O)/C(=C\c2c(F)cccc2Cl)N1	0.1	-15	-0.1	-5
CCOC(=O)c1c(NC(=O)C(C)Sc2nnc(CNC(=O)c3cccs3)n2C2CCCCC2)sc2c1CCCC2 (stereo not drawn)	0.2	17	0.2	13
CC1=CC2=NC(=O)/C(=C\c3cc(C)n(-c4ccc(C)cc4)c3C)C(=N)N2O1	0.6	15	-0.6	-7
C/C(=N\NC(=O)CCn1nnc2ccccc21)c1ccco1	0.0	-6	0.0	-6
CC(C)(C)P(=NC(=O)c1ccccc1[N+](=O)[O-])(N1CCOCC1)N1CCOCC1	0.0	3	2.6	-9
CCN(CC)S(=O)(=O)c1cccc(N/N=C(\C#N)c2nc3ccccc3[nH]2)c1	0.1	2	2.0	6
Cc1ccc(C(=O)Nc2cccc(OC(=O)c3ccc(Br)cc3)c2)cc1	-0.1	7	-0.8	-6
CCCOC(=O)C1=C(C)NC2=C(C(=O)CCC2)C1c1ccc(CC)cc1 (stereo not drawn)	0.7	4	-0.4	3
O=C1CCCN1CCCNc1ncnc2nc(N3CCCC3CO)[nH]c12 (stereo not drawn)	-0.1	5	0.2	-2
Cc1cccc(C(=O)NC(=S)Nc2cccc(NC(=O)c3ccco3)c2)c1	-0.2	-8	-1.0	-13
O=C(NN1CC(C(=O)OCc2ccc([N+](=O)[O-])cc2)CC1=O)c1ccccc1 (stereo not drawn)	0.0	-8	-0.6	6
CCN(C(=O)c1cn(CC(C)C)c(=O)c2cc(OC)c(OC)cc12)c1ccc(F)cc1	0.1	13	-0.7	-15
CC1=C(C(=O)N2CCCCC2)C(c2ccccc2F)C2=C(CC(C)(C)CC2=O)N1 (stereo not drawn)	0.0	-3	0.4	-1
COC(=O)c1c(OCc2cccs2)cc(=O)n2c1CCN(C(=O)c1ccncc1)CC2	-0.1	5	1.8	-8
COCc1c(C(N)=O)nnn1-c1nonc1N	-0.3	-4	0.8	-2
CCN(CC)S(=O)(=O)c1cccc(C(=O)OCc2nc3ccccc3s2)c1	0.0	9	2.0	-10
COc1ccc(/C=C/C2=NC(=C\c3ccc(OC)c(OC)c3)/C(=O)O2)cc1	0.1	-9	0.5	1
Cc1ccc2[nH]c(O)c(N=NC(=O)c3ccncc3)c2c1	0.5	12	-0.5	3
COc1ccc(CNC(=O)CN2C(=O)CCSc3ccccc32)cc1	-0.2	-3	0.6	-8
CCCN(CCC)CCCNC(=O)NC1CC(=O)N(c2ccc(OC)cc2)C1 (stereo not drawn)	0.0	-8	-1.4	4
Cc1ccc(Oc2nsnc2N2CCOCC2)cc1	-0.6	5	-0.9	-6
CC(C)NC(=O)CCn1c(=S)oc2ccccc21	0.0	0	-1.3	-6
Cc1ccccc1CN(CC1CCC(C(=O)O)CC1)C(=S)Nc1c(C)cccc1C (stereo not drawn)	0.6	-2	0.6	6
COCCCNC(=O)C(=O)c1cn(C)c2ccccc12	-0.3	-6	-0.4	-17
CCCCOc1ccc(S(=O)(=O)N(C)C)cc1	-0.4	0	-0.1	-11
COc1ccc2c(c1)CCc1c(C(=O)N3CCCC3)noc1-2	0.1	-19	-0.4	-44
CN(C)S(=O)(=O)N1CCN(C(=O)N(c2ccccc2)c2ccccc2)CC1	0.0	7	0.7	11
COc1ccc(CCNC(=O)c2cccc(-c3ccc(C(N)=O)cc3)n2)cc1	0.2	13	2.2	4
O=C(CN(c1ccccc1)S(=O)(=O)c1ccccc1[N+](=O)[O-])NN=C1CCCC1	0.1	-7	0.4	-5
CCCOc1ccc(OCCSc2nc3ccccc3n2CCO)cc1	1.3	19	-1.0	4
CCOc1cc(/C=N/NC(=O)c2nc3nc(C)cc(C)n3n2)ccc1O	-0.2	2	-1.0	1
CCC(C)NC(=O)c1ccc2c(=O)n(CCC3=CCCCC3)c(=S)[nH]c2c1 (stereo not drawn)	0.1	11	-1.3	-2
CCc1ccccc1NC(=O)CN(c1ccc(Cl)cc1)S(=O)(=O)c1ccc(OC)cc1	-0.3	5	-0.2	-5

Structural class, those above with bromine
SMILES	FBW7 act	MITF inh	GPR151 ag	TEAD-YAP inh
COc1ccc(C2=NN(C(=O)c3ccc(Br)o3)C(c3ccc(C)cc3)C2)cc1OC (stereo not drawn)	0.0	-8	0.9	-9
Clc1ccc(Nc2nc(-c3ccc(Br)cc3)cs2)cc1Cl	-0.1	-3	0.4	5
O=C(Nc1ccc(Cl)c(Cl)c1)/C(=C\c1ccc2c(c1)OCO2)NC(=O)c1ccccc1Br	-0.1	0	-1.3	-2
Cc1ccc(C(=O)Nc2cccc(OC(=O)c3ccc(Br)cc3)c2)cc1	-0.1	7	-0.8	-6

Other structures follow.
Values run as follows: FBW7 act, MITF inh, GPR151 ag, TEAD-YAP inh
> COc1cccc(OCCn2c(-c3ccc(Cl)cc3)nc3ccccc3c2=O)c1
  -0.1, -15, -0.6, 5
> O=C(NCc1ccc2c(c1)OCO2)C1CCCN(c2nnc(N3CCCC3=O)s2)C1 (stereo not drawn)
  -0.2, -1, -2.0, -3
> C=C(C)Cn1c(N2CC(C)CC(C)C2)nc2c1c(=O)n(C)c(=O)n2C (stereo not drawn)
  -0.4, 7, 0.6, -25
> CC/C(=N\NC(=O)COc1ccc(CC)cc1)c1ccc(O)cc1
  0.1, -4, -3.1, -1
> Cc1cccc(Cn2c(NC3CCCCC3)nc3c2c(=O)[nH]c(=O)n3C)c1
  -0.1, 4, 0.5, -6
> Cc1cc(C)cc(-n2nnnc2SCC(=O)Nc2nc(C)c(C)s2)c1
  0.2, 6, -0.3, 14
> COC(=O)c1ccc(NC(=O)CSc2n[nH]c(-c3ccccc3O)n2)cc1
  0.1, -7, -1.2, 19
> Cn1c(=O)oc2cc(S(=O)(=O)NC(Cc3ccccc3)C(=O)NC3CCCC3)ccc21 (stereo not drawn)
  -0.3, 10, -1.0, 7
> COc1ccc(NC(=O)N(Cc2nnc3n2CCCCC3)c2ccc(OC)cc2)cc1
  -0.3, 5, 1.4, -5
> COc1ccc(-n2c(=S)[nH]c3cc(C(=O)NCCc4ccccc4)ccc3c2=O)cc1
  0.1, 13, -0.7, 9
> OCCC1CN(Cc2ccc(Oc3ncccn3)cc2)CCN1C1CCCC1 (stereo not drawn)
  0.1, 6, -0.5, 10
> O=C(Cc1ccccc1)N(CCCN1CCOCC1)c1nc2ccccc2s1
  -0.2, -6, -1.4, -48
> Cc1ccc(CN2CCc3nnc(C(C)NC(=O)c4cccnc4)n3CC2)o1 (stereo not drawn)
  0.2, 10, -0.3, -2
> CCN(CC)S(=O)(=O)c1ccc(C(=O)NCc2n[nH]c(=S)n2-c2cccc(C(F)(F)F)c2)cc1
  0.0, -1, 0.5, 8
> CC(SCc1ccccc1)C(=O)Nc1ccc(S(=O)(=O)N2CCCC2)cc1 (stereo not drawn)
  0.5, 7, 0.1, 10
> O=C(NC12CC3CC(CC(C3)C1)C2)C1CCN(c2nnnn2-c2ccccc2)CC1
  0.0, -7, 0.0, -10
> O=C(O)CCCC(=O)Nc1nc(-c2ccc(F)cc2)cs1
  0.0, 11, 0.6, -2
> Oc1c(C(Nc2cccc(Cl)c2)c2ccccn2)ccc2cccnc12 (stereo not drawn)
  -0.2, 45, -0.7, 62*
> COc1cc(C(C2=C(O)CC(C)(C)CC2=O)C2C(=O)CC(C)(C)CC2=O)ccc1O (stereo not drawn)
  -0.3, -8, 0.4, 8
> CCCN1C(=O)C(C)(C)COc2ccc(NC(=O)c3ccccc3Cl)cc21
  -0.1, -1, -1.1, -1
> CCCCc1cc2cc(C(=O)Nc3cccc(C)c3)ccc2nc1Cl
  0.0, 4, -2.2, 0
> COc1cccc(CN2CCN(CCCc3ccccc3)C(CCO)C2)c1 (stereo not drawn)
  0.0, 29, 2.6, -3
> O=C1CN(c2nc(-c3ccccc3)c3cc(Cl)ccc3n2)c2ccccc2N1
  1.1, 19, -0.2, -12
> COc1ccc(C2CC(c3cccc(OC)c3)Nc3ncnn32)cc1 (stereo not drawn)
  0.2, 17, 0.4, 4
> COc1cc(C=C2C(=O)NC(=O)NC2=O)ccc1OC(C)C
  0.1, 2, -0.8, -11
> OC1=C(O)c2nc3ccccc3nc21
  -0.1, 4, -1.2, -29
> COCCCNC(=O)C1Sc2nnc(-c3ccccc3)n2NC1c1ccc(OC)cc1 (stereo not drawn)
  -0.1, 3, 0.9, -1
> CC(C)[C@@H](Cn1nnc2ccccc21)NC(=O)c1ccn(C)n1
  0.0, 7, -0.5, 0
> CC1=C(C(=O)Nc2ccc(Cl)cc2)C2(CCCCC2)C(C(N)=O)C(=S)N1 (stereo not drawn)
  0.0, 8, -1.0, -3
> CCC(C)NC(=O)CSc1nc2n[nH]c(C)c2c(=N)n1-c1cc(Cl)ccc1C (stereo not drawn)
  0.0, -3, -1.8, -18

Ordered by molar mass (descending): some entries from above
Values run as follows: FBW7 act, MITF inh, GPR151 ag, TEAD-YAP inh
> CC(SCc1ccccc1)C(=O)Nc1ccc(S(=O)(=O)N2CCCC2)cc1 (stereo not drawn)
  0.5, 7, 0.1, 10
> COC(=O)c1ccc(NC(=O)CSc2n[nH]c(-c3ccccc3O)n2)cc1
  0.1, -7, -1.2, 19
> Cc1cc(C)cc(-n2nnnc2SCC(=O)Nc2nc(C)c(C)s2)c1
  0.2, 6, -0.3, 14

Additional records follow:
Values run as follows: FBW7 act, MITF inh, GPR151 ag, TEAD-YAP inh
> CC(C)(C)N(CC#CC(O)(c1ccccc1)c1ccccc1)CCO
  0.0, -8, -0.4, -3
> CCN1CCN(CCCOc2ccc(CCC(C)=O)cc2)CC1
  -0.1, 56*, 2.2, -1
> CCOC(=O)c1nc(Nc2ccc(Oc3ccccc3)cc2)c2ccccc2n1
  -0.2, -2, 2.8, 19
> O=C(NNS(=O)(=O)c1ccccc1[N+](=O)[O-])c1cccc(Cl)c1
  0.6, 9, -0.1, 3
> Cc1nn2c(C(F)(F)F)c3c(nc2c1-c1ccccc1)CCC3
  -0.2, -8, 1.2, 3
> COc1ccc(C(=O)Nc2cccc(-c3cc4ccccc4oc3=O)c2)cc1OC
  -0.1, -9, 1.5, 2
> COc1cc2ccccc2cc1C(=O)Nc1ccc(S(N)(=O)=O)cc1
  -0.1, 3, -0.7, -26
